PTAP TSG101 blk: blocks PTAP/TSG101 interaction to inhibit HIV-1 budding; Q99816; Fluorescence polarization, FITC-PTAP peptide / Tsg101 binding; Potency, µM (top dose mostly 115 µM), for inactives: top-dose activity change, negative = inhibition, usual class: inhibitors; 340,000 tested, under 10 active; AID 493005; active means well fitted inhibition curve with a large enough effect in the main read-out, with a control signal flat, not every such curve was filed as active; inconclusive means small, poorly fitted or top-dose-only effect, or effect the other way, or a change in a side signal; inactive means no such curve, though single readings can be large or run the other way; further: potency means the concentration at half of the fitted maximal effect; % of control where 0% means no effect
Target sequence (Q99816 whole entry, looked up): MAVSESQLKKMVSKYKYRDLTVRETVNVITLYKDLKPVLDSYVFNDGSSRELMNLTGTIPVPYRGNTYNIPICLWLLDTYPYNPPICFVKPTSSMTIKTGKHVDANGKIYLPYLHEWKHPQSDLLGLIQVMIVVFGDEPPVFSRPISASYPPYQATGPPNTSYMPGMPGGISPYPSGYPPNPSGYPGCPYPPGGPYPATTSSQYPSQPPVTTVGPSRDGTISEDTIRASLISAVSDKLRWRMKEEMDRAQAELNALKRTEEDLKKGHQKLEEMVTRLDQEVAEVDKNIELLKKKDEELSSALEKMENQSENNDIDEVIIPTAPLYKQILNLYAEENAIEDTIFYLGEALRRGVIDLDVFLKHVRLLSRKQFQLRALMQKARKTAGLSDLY
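Steps: Tsg101 binding domain dispensed (10 uM final), compounds pinned in DMSO, FITC-labeled PTAP-motif peptide added (50 nM final); after 20 min binding at room temperature, polarization measured.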
TCR act: activators of T cell receptors; 330,000 tested, under 10 active; primary human leukocytes, anti-CD3, IL-2 HTRF, 48 h; Potency, µM (doses to about 9.22 µM), without a hit: at the highest dose activation of IL-2 secretion, hits mostly activators; further: % of control where 0% means no effect
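IL-2 release read by HTRF sandwich (Eu cryptate donor, d2 acceptor, 665 nm emission) after 48 hr exposure of primary human leukocytes to compound together with anti-CD3 beads in the absence of co-stimulatory signals.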
TSHR antag: antagonists of human thyroid stimulating hormone receptor; activity change, negative = inhibition, % at 11.5 µM; AID 504810; TSHR-expressing cells, TSH-stimulated cAMP HTRF, 2 h; active compounds read low; 330,000 compounds, 0.2% hits; P16473;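 active means activity change below a set negative limit, meaning inhibition stronger than a set level, cut at about -70% in these data; inconclusive means activity change between two set negative limits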; further: on the % scale 0 is the no-effect control and ±100 the full control effect
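Freshly harvested TSHR cells receive pin-tooled compound, then EC80 TSH at 4nM final. After 2 hours at 37 deg C, antibody in lysis buffer and cAMP-d2 are added; 30 minutes at ambient temperature precede the HTRF read.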
Tb PFK inh: blocks T. brucei phosphofructokinase. T. brucei PFK, ADP-Glo luminescence. Potency, µM (series often up to 57.5 µM), for inactives: top-dose activity, negative = inhibition, hits mostly inhibitors. 330,000 compounds, 0.17% hits. AID 485367;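 further: potency means the concentration at half of the fitted maximal effect; 0% = uninhibited 1x PFK enzyme wells and -100% = no-enzyme wells; nearly all actives have a fitted effect of over 60% in size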
Target sequence (O15648 whole entry, looked up): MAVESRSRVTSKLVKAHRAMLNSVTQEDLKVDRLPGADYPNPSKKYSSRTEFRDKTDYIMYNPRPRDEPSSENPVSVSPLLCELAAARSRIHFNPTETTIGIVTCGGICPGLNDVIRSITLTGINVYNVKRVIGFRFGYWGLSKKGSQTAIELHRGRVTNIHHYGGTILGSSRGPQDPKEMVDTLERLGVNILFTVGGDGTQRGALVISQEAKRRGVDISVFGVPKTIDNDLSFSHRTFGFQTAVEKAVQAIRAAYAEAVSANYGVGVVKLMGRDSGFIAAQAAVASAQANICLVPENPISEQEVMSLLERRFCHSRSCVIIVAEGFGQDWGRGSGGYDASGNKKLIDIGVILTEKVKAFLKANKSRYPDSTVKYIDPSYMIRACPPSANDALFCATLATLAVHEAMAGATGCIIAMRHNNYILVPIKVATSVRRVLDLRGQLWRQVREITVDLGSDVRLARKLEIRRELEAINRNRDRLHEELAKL
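Compounds were pin-transferred as a titration series up to 57 uM into substrate buffer (0.5 mM F6P, 0.1 mM ATP, pH 8.0), then 1.25 nM PFK was added and reactions ran 45 min before ADP-Glo detection.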
AT treatment: potential ataxia-telangiectasia treatments restoring KAP-1 phosphorylation; AID 485349; Potency, µM (titrated, usually from 57.5 µM), without a hit: at the top dose activation, usual class: activators; 320,000 compounds, 0.19% hits; […] A-T fibroblasts, KAP-1 phosphorylation AlphaLISA; neocarzinostatin DNA damage 30 min before lysis; further: potency means the concentration at half of the fitted maximal effect; % of control where 0% means no effect; nearly all actives have a fitted effect of over 45% in size
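ATM-like activity read as KAP-1 phosphorylation via AlphaLISA donor/acceptor antibody pairs after lysis and 6 hr at 25C. Cells were ATM-null patient fibroblasts ([…], hTERT), dosed 60 min, then exposed to the DSB inducer NCS for 30 min.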
Chronic BCR inh: inhibitors of chronic active B-cell receptor signaling. Potency, µM (series often up to 46.1 µM), inactives show at the highest dose ratio change, negative = lower green/red ratio, most hits filed as inhibitors. ABC-DLBCL IkBa-CBG/CBR reporter, luminescence ratio, 4 h. AID 493014. 340,000 compounds, 0.05% hits; active means well fitted inhibition curve with a large enough effect in the signal ratio, with a control signal flat, not every such curve was filed as active; inconclusive means small, poorly fitted or top-dose-only effect, or effect the other way, or a change in a side signal; the % refers to the signal ratio;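 further: potency means the concentration at half of the fitted maximal effect; plate controls were basal doxycycline-induced cells for no effect and cells given 10 µM MG132 for full effect; MG132 reads +100%, hits lower the ratio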
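Doxycycline induced both beetle luciferases in TMD8 lymphoma cells; IKK-driven degradation limits the IkappaBalpha-fused green signal, while red luminescence normalises for cell number and nonspecific effects. Compounds tested up to 46 uM, 4 hrs.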
Integrin act MD: integrin-mediated muscular dystrophy alleviation activation. alpha7betagal myoblasts, beta-gal FDG fluorescence, 48 h. Potency, µM (series often up to 38.3 µM), for the others: at the top dose activation, actives largely listed as activators. 350,000 compounds, 0.064% hits. AID 624291;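 further: potency means the concentration at half of the fitted maximal effect; 100% = response of the positive control SU9516; nearly all actives have a fitted effect of over 60% in size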
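alpha7betagal+/- myoblasts (passage 13, 250/well) treated 48 h at 37C with compounds at 1:260 dilution of DMSO stock. Lysed, then beta-galactosidase activity read as FDG fluorescence (ex 480/em 540) after 30 min, with pre-read for autofluorescence.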
S-ASM inh: blocks human secretory acid sphingomyelinase | 340,000 compounds, 0.006% hits | placental ASM, HMU-PC fluorogenic substrate, 60 min | P17405 | Potency, µM (top dose mostly 57.5 µM), without a hit: top-dose activity change, negative = inhibition, most hits filed as inhibitors | AID 504937; further: potency means the concentration at half of the fitted maximal effect
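Fluorescence read-out (Ex 386 nm, Em 447 nm) after stopping the reaction at pH 10. Enzyme: ASM from human placenta; substrate HMU-PC0, 9 uM final; 60 min, 37 °C. Compound preincubation 10 min, ambient temperature.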
Eya2 phos inh: inhibitors of human Eya2 phosphatase activity; 330,000 compounds, 0.006% hits; recombinant Eya2, OMFP fluorescence dephosphorylation (OMFP is methylfluorescein phosphate); Potency, µM (series often up to 76.9 µM), for inactives: top-dose activity, negative = inhibition, most hits filed as inhibitors; O00167; AID 488837; further: potency means the concentration at half of the fitted maximal effect; on the % scale 0 is the no-effect control and ±100 the full control effect
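Eya2 (0.2 uM) preincubated 10 min at ambient with compound, then OMFP substrate added at 50 uM; 10 min reaction in 50 mM HEPES pH 7.5, 50 mM NaCl, 5 uM MgCl2, 0.05% BSA, 1 mM DTT. Fluorescence read at Ex 485/Em 525 nm.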
ELG1 repair inh: blocks ELG1-dependent DNA repair in HEK293T cells; HEK293T ELG1-luciferase reporter, luminescence, 16 h; DNA damage induced by 5-fluorouridine; Potency, µM (series often up to 46.1 µM), without a hit: top-dose activity change, negative = inhibition, most hits filed as inhibitors; AID 504467; 330,000 compounds, 2.3% hits; further: potency means the concentration at half of the fitted maximal effect; on the % scale 0 is the no-effect control and ±100 the full control effect; nearly all actives have a fitted effect of over 55% in size
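5-Fluorouridine DNA damage + compound/DMSO, 2,000 cells/well, 16 h, 37 °C/5% CO2. ONE-Glo, 30 min RT, luminescence. Readout = decrease in reporter signal.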
Mito fusion yeast: blocks mitochondrial division or promotes mitochondrial fusion | AID 485298 | 320,000 compounds, 0.23% hits | S. cerevisiae fusion-defective mutant growth rescue, CellTiterGlo 48 h | Potency, µM (top dose mostly 46.1 µM), for the others: at the highest dose growth rescue (activation), hits mostly activators;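 further: potency means the concentration at half of the fitted maximal effect; % of control where 0% means no effect; nearly all actives have a fitted effect of over 45% in size; temperature-sensitive fusion mutants such as fzo1-1 at 37 °C on non-fermentable ethanol glycerol medium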
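Read-out: ATP-based luminescence (CellTiterGlo, 10 min ambient) reporting growth of fusion-defective ts yeast after 48 hours at 37C on glycerol/ethanol YPEG medium in the presence of compound.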
* = called active by the depositor; ? = inconclusive; / = not tested or not shown; [ ] = remark or other dose. Unless noted, the call rests on the fitted dose curve; in most records, active means well fitted curve in the direction sought with a large enough effect; inconclusive means small, poorly fitted or top-dose-only effect, or another doubt; inactive means no such curve, though single readings can be large; an effect the other way counts as inactive or inconclusive.

SMILES	PTAP TSG101 blk	TCR act	TSHR antag	Tb PFK inh	AT treatment	Chronic BCR inh	Integrin act MD	S-ASM inh	Eya2 phos inh	ELG1 repair inh	Mito fusion yeast
CS(=O)(=O)N1CCc2cc(C(=O)Nc3ccccc3Cl)ccc21	-6%	-2%	0	0%	-5%	-9%	0%	3%	12%	?	0%
N#Cc1nc(-c2ccco2)oc1NCCc1ccccc1	-5%	3%	-5	-7%	8%	?	7%	1%	-11%	15%	15%
CCOC(=O)CN(C(=O)c1ccccc1)c1ccccc1C	-3%	1%	0	2%	12%	4%	10%	-1%	-20%	-6%	3%
Cc1nnc(Sc2cc(C(=O)NC3CC3)c3ccccc3n2)s1	-4%	1%	-9	-5%	-5%	0%	0%	1%	7%	-17%	1%
Cc1ccc(-c2csc(N3CCC[C@@H]3C(=O)NCCn3c(-c4ccncc4)nc4ccccc43)n2)cc1	4%	11%	-9	0%	-3%	?	-15%	-6%	0%	15µM*	-2%
Cc1nc(CNC(=O)C2CCC(=O)N(CCc3ccc(Cl)cc3)C2)sc1C (stereo not given)	4%	/	-2	1%	6%	-3%	13%	4%	-1%	-9%	-8%
O=C1Nc2ccccc2Nc2ccccc21	-1%	4%	14	5%	-21%	?	-7%	-2%	-1%	-6%	-11%
COc1ccc(C(=O)N2CCCC(N3CCN(c4ccccc4OC)CC3)C2)c(OC)n1 (stereo not given)	-8%	-2%	10	0%	-3%	-13%	-19%	1%	-5%	-9%	-3%
Cc1cc(=O)[nH]c(SCC(=O)NCc2ccco2)n1	-4%	-14%[46.1 µM]	-7	-7%	-1%	-12%	0%	-1%	-3%	3%	-3%
COc1ccc2c(c1)[nH]c1c(N3CCSCC3)ncnc12	-6%	-2%	-28	-5%	-7%	?	-12%	-3%	-1%	9.2µM*	-3%
CC12CCC(C[N+](C)(C)C1)C2(C)C (stereo not given)	-2%	2%	-11	-1%	3%	-1%	?	4%	-3%	1%	4%
Clc1cccc(CN2CCN(Cc3ccco3)CC2)c1	0%	-4%	3	-7%	-2%	0%	?	4%	-9%	-3%	0%
COc1c(C)cc(C(=O)C2CCCN(C(=O)/C=C/c3ccccn3)C2)cc1C (stereo not given)	-1%	-2%	-4	1%	6%	1%	-9%	6%	2%	?	6%
COc1ccc(CNc2cc(C)nc3ncnn23)c(OC)c1	-5%	-2%	-14	1%	/	?	0%	1%	17%	?	-7%
O=c1c2ccccc2ncn1Cc1ccc2c(c1)OCO2	-2%	-3%	-7	0%	-3%	-2%	-9%	0%	3%	-8%	3%
COc1ccc(C)cc1NC(=O)C(Sc1nnc(-c2cccs2)o1)c1ccccc1 (stereo not given)	-1%	5%[46.1 µM]	18	-3%	2%	?	-14%	1%	2%	10%	7%
Cc1occc1-c1nnc(SCC(=O)N(C)C)o1	-3%	/	17	5%	/	-14%	17%	0%	14%	?	-3%
CCOc1ccc(-n2c(=O)c3c4c(sc3n(CC(=O)NCc3ccco3)c2=O)CCC4)cc1	0%	4%	-1	-14%	-2%	2%	11%	0%	1%	-2%	-1%
Cc1cccc(NS(=O)(=O)c2ccc(C)c(NS(=O)(=O)c3cccs3)c2)c1	-3%	-5%	-36	1%	8%	5%	-9%	-12%	-6%	9%	-10%
COCCNc1ccc(N2C(=O)C3CCCCC3C2=O)cc1[N+](=O)[O-] (stereo not given)	1%	2%	-13	-1%	-5%	14%	?	0%	0%	16%	0%
CC(=O)Nc1ccc(OC(=O)CC2SC(=O)NC2=O)cc1 (stereo not given)	-4%	-1%	3	-3%	2%	3%	-3%	-3%	-3%	11%	-4%
Cc1ccc(C(=O)COC(=O)CCC(=O)NC2CCCCC2)cc1C	-2%	-1%	8	-1%	6%	0%	8%	-1%	-8%	11%	2%
C/C=C(\C)C(=O)N1CC2(CC(c3cccc(NC(=O)COc4ccc(Cl)cc4)c3)=NO2)C[C@@H]1C(N)=O (stereo not given in full)	-1%	-2%	-1	-14%	-19%	?	35%	-1%	10%	-2%	13%
COC(=O)c1cc(OC(=O)c2ccc(=O)[nH]c2)cc(C(=O)OC)c1	-2%	-1%	-3	-1%	-1%	-3%	4%	13%	-14%	8%	9%
O=S(=O)(Nc1cccc(-n2cnnn2)c1)c1ccccc1	0%	2%	-2	-1%	17%	-6%	38%	0%	9%	16%	4%

Some of the entries so far, with two lines to a compound.
Sequence of screens: PTAP TSG101 blk | TCR act | TSHR antag | Tb PFK inh | AT treatment | Chronic BCR inh | Integrin act MD | S-ASM inh | Eya2 phos inh | ELG1 repair inh | Mito fusion yeast
Cc1occc1-c1nnc(SCC(=O)N(C)C)o1
  -3% | / | 17 | 5% | / | -14% | 17% | 0% | 14% | ? | -3%
CCOc1ccc(-n2c(=O)c3c4c(sc3n(CC(=O)NCc3ccco3)c2=O)CCC4)cc1
  0% | 4% | -1 | -14% | -2% | 2% | 11% | 0% | 1% | -2% | -1%
Cc1cccc(NS(=O)(=O)c2ccc(C)c(NS(=O)(=O)c3cccs3)c2)c1
  -3% | -5% | -36 | 1% | 8% | 5% | -9% | -12% | -6% | 9% | -10%
COCCNc1ccc(N2C(=O)C3CCCCC3C2=O)cc1[N+](=O)[O-] (stereo not given)
  1% | 2% | -13 | -1% | -5% | 14% | ? | 0% | 0% | 16% | 0%
CC(=O)Nc1ccc(OC(=O)CC2SC(=O)NC2=O)cc1 (stereo not given)
  -4% | -1% | 3 | -3% | 2% | 3% | -3% | -3% | -3% | 11% | -4%
Cc1ccc(C(=O)COC(=O)CCC(=O)NC2CCCCC2)cc1C
  -2% | -1% | 8 | -1% | 6% | 0% | 8% | -1% | -8% | 11% | 2%
C/C=C(\C)C(=O)N1CC2(CC(c3cccc(NC(=O)COc4ccc(Cl)cc4)c3)=NO2)C[C@@H]1C(N)=O (stereo not given in full)
  -1% | -2% | -1 | -14% | -19% | ? | 35% | -1% | 10% | -2% | 13%
COC(=O)c1cc(OC(=O)c2ccc(=O)[nH]c2)cc(C(=O)OC)c1
  -2% | -1% | -3 | -1% | -1% | -3% | 4% | 13% | -14% | 8% | 9%
O=S(=O)(Nc1cccc(-n2cnnn2)c1)c1ccccc1
  0% | 2% | -2 | -1% | 17% | -6% | 38% | 0% | 9% | 16% | 4%

Later entries
SMILES	PTAP TSG101 blk	TCR act	TSHR antag	Tb PFK inh	AT treatment	Chronic BCR inh	Integrin act MD	S-ASM inh	Eya2 phos inh	ELG1 repair inh	Mito fusion yeast
O=C(c1ccccc1Br)N1CCn2c1nc1ccccc12	-3%	0%	0	-1%	4%	-5%	-2%	7%	-5%	11%	0%
O=C(NC1CCN(Cc2ccccc2)CC1)c1cccc(OC(F)F)c1	2%	5%	-3	-7%	-17%	-1%	-25%	3%	1%	0%	-1%
CN(Cc1ccccc1)C(=O)COC(=O)C1=NNC(=O)CC1	-1%	5%[46.1 µM]	3	-2%	-2%	4%	-18%	5%	12%	5%	2%
Cc1cc(C)c(/C=N/n2c(C)cc(C)c(C#N)c2=O)c(C)c1	-2%	-8%[46.1 µM]	-7	0%	-2%	3%	15%	3%	0%	7%	5%
CCc1ccc2oc(=O)cc(CN3CCN(c4ccc(F)cc4)CC3)c2c1	0%	-3%	-18	0%	-10%	?	5%	-9%	8%	?	0%
Cc1[nH]c(=O)[nH]c(=O)c1CSc1nnc([C@@H](NC(=O)OC(C)(C)C)C(C)C)o1	-3%	3%	0	4%	-2%	?	4%	3%	3%	11%	0%
COc1ccc(CCNC(=O)CN(c2cccc([N+](=O)[O-])c2)S(C)(=O)=O)cc1	-4%	0%	-11	2%	5%	?	9%	-2%	-1%	-16%	1%

High-throughput results deposited in PubChem BioAssay by National Center for Advancing Translational Sciences (NCATS).

Compounds as they come; overall some 3.2% were active at least once.
